Assay outcomes from PubChem.
MITF TRPM1 inh: inhibitors of MITF-dependent TRPM1 promoter reporter, primary screen, cell-based, SK-MEL-5, single point, luciferase. SK-MEL-5 TRPM1 promoter luciferase, 24 h. inhibition, % at 12.5 µM. actives 0.83% (n = 330,000). AID 488899, 2010;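 active = mean inhibition across replicates of 60% or more, whatever share of single replicates reaches that level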; note: values of inactives mirror those of a sister screen read the other way
HIF-2a block: HIF-2a reporter inhibitors, primary screen, luminescence, 786-0 RCC cells. 786-0 RCC cells HIF-2a reporter, luciferase luminescence, overnight. inhibition, % at 18.8 µM. actives 0.72% (n = 360,000). AID 624352, 2012;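 active = inhibition of the luminescence signal of 40% or more relative to plate controls, in a single-dose primary screen at 18.75 µM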
KKLEB tox: cytotoxicity in KKLEB CF airway cells, primary screen, cytotoxicity control for CF NF-kB inhibitor project, cell-based, uHTS, fluorescence assay plates | KKLEB CF airway cells viability, ATPlite luminescence, overnight; active compounds read low; cells stimulated with P. aeruginosa culture filtrate | activity change (cytotoxicity), % at 5 µM | actives 0.36% (n = 360,000);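 active = corrected activity change at or below -50% at 5 µM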
Peg3 prom inh: Peg3 promoter-driven luciferase inhibitors, primary screen, cell-based, HeLa, luciferase luminescence. AID 588405, 2011. HeLa PEG-Prom luciferase reporter, overnight. inhibition, % at 20 µM. actives 1.7% (n = 360,000);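 active = inhibition of at least 50% at 20 µM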
TWEAK Fn14 block: inhibitors of TWEAK-Fn14 signaling, primary screen, luciferase reporter cells, uHTS. inhibition, % at 10 µM. AID 1159606, 2016. actives 2% (n = 360,000). TWEAK-stimulated Fn14 reporter cells, luciferase luminescence, 8 h; in the data active = inhibition above about 50%
NR2E3 ag-1: NR2E3 agonists in two-hybrid cells, primary screen, cell-based, luminescence, CHO-S, Gal4-NCOR/VP16-NR2E3; luciferase; actives 0.35% (n = 360,000); Photoreceptor-specific nuclear receptor (Homo sapiens), Q9Y5X4; inhibition of corepressor binding, % at 3.98 µM; AID 602229, 2012;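 active = inhibition above the mean of all tested compounds plus 3 SD, cut at about 70% in these data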;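 note: 0% = DMSO with NR2E3 transfected cells and 100% = cells lacking NR2E3 construct; higher means lower luciferase signal from less NR2E3 corepressor binding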
Target sequence (Q9Y5X4 whole entry, looked up, the tested form may be a part): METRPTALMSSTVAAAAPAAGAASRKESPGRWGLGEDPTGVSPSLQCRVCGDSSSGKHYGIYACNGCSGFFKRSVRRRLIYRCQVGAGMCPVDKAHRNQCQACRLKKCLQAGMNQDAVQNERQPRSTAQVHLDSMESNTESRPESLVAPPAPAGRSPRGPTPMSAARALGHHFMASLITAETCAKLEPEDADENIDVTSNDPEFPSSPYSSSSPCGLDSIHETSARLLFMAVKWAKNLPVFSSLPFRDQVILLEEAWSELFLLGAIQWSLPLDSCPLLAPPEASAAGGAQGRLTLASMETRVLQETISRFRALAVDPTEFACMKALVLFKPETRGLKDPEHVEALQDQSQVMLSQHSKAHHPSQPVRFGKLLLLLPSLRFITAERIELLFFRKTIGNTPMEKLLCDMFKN
C8 TRAIL sens: viability loss with TRAIL in NB7+C8 cells, primary screen, TRAIL sensitizer project, cell-based, ATPlite luminescence; inhibition (viability loss, TRAIL sensitization), % at 10 µM; actives 1% (n = 360,000); AID 624354, 2012;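 active = compounds causing at least 50% loss of cell viability in the single-dose screen, relative to plate controls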
CF NFkB block: inhibitors of PAF-induced NF-kB signaling, primary screen, cell-based, GFP fluorescence, uHTS | KKLEB NF-kB-GFP reporter, GFP fluorescence overnight | inhibition, % at 5 µM | actives 0.86% (n = 360,000);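 active = at least 50% inhibition at 5 µM, scaled per plate between neutral and stimulator controls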;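 note: PAF is a Pseudomonas aeruginosa culture filtrate used as stimulus; plate controls were PAF-stimulated DMSO wells for no effect and unstimulated DMSO wells for full effect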
Shn3 inh set2: reduction of Shn3 3'UTR firefly luciferase signal, primary screen, Schnurri-3 inhibitor project, cell-based, Clone20 osteoblasts, set 2. Clone20 osteoblast Shn3 3'UTR firefly luciferase, 24 h. inhibition, % at 12.5 µM. actives 0.52% (n = 360,000). AID 588674, 2011;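 active = mean inhibition of at least 75% with every replicate also reaching 75%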;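 note: 0% = median of neutral control wells and 100% = pilot-screen positive control compound; some compounds past the cut are filed as inactive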
NR2E3 ag-2: inhibitors of NR2E3-RetCOR corepressor binding, primary screen, NR2E3 agonist project, biochemical, TR-FRET, GST-NR2E3, biotin-RetCOR; Photoreceptor-specific nuclear receptor (Homo sapiens), Q9Y5X4; AID 2300, 2010; actives 0.12% (n = 320,000); inhibition of corepressor binding, % at 4.78 µM; 1536-well;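 active = percent inhibition above the cutoff of mean plus 3 SD of all tested compounds, set per screening campaign, cut at about 20% in these data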;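 note: 0% = DMSO wells and 100% = biotin wells as full block of FRET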
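Test system: GST-NR2E3 and biotin-RetCOR proteins | Quantity: 1.35 nM GST-tagged NR2E3 final | Medium: Tris pH 7.5 | Also added: 7 nM biotin-RetCOR | Dosing: Compound at 4.8 µM, single dose | Timing: 5 h at 4 °C | Detection: Time-resolved FRET | Read-out basis: Percent inhibition | Benchmarks: Biotin wells as high control, 0.6% DMSO wells as low control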
TROY signal inh: inhibitors of TROY-driven NF-kB signaling, primary screen, Q293 LMP1-TROYcd cells, NF-kB luciferase, uHTS; inhibition, % at 10 µM; actives 0.98% (n = 360,000); AID 1347056, 2019; Q293 LMP1-TROYcd NF-kB luciferase reporter, 4 h;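 active = compounds whose plate-normalised and pattern-corrected inhibition of the luciferase reporter signal at the single screening dose is 50% or more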
Numbers without * were called inactive; . = not tested or not shown.

SMILES | MITF TRPM1 inh | HIF-2a block | KKLEB tox | Peg3 prom inh | TWEAK Fn14 block | NR2E3 ag-1 | C8 TRAIL sens | CF NFkB block | Shn3 inh set2 | NR2E3 ag-2 | TROY signal inh
CCOC(=O)N1CCC(N2C(=O)c3ccc(C(=O)O)cc3C2=O)CC1 | 2 | 13 | -7 | 5 | -11 | -30 | -1 | 1 | 1 | -2 | 9
CS(=O)(=O)c1ccc(C(=O)OCC(=O)Nc2cccc(S(=O)(=O)N3CCCC3)c2)cc1 | 5 | 7 | 11 | 7 | 9 | -16 | 19 | -10 | -9 | 0 | -1
O=C(OCC1CC(c2ccccc2)=NO1)c1ccc(Cl)cc1 (configuration not stated) | -9 | -8 | -3 | -8 | -11 | -1 | -5 | -14 | -7 | 4 | -48
O=C(O)c1n[nH]c2c1CCCCC2 | 1 | -12 | 11 | -12 | 5 | 2 | 1 | 2 | 1 | 3 | 21
Nc1nc2n(n1)C(c1cccc(Br)c1)CC(c1ccccc1)N2 (configuration not stated) | 2 | -34 | -1 | -3 | 6 | -23 | 14 | 18 | 7 | 0 | -20
O=C1C=CC2(O[C@H](c3ccccc3)[C@@H](c3ccccc3)O2)[C@H](Sc2ccccc2O)C1 | 94* | 89* | -86* | 108* | 105* | 68 | 46 | 89* | 96* | . | 80*
CC(=O)NC1CC2CCCC(C1)N2S(=O)(=O)c1ccccc1 (configuration not stated) | 5 | -7 | 5 | -4 | 5 | -2 | 2 | -8 | 14 | 2 | 4
COc1ccc(NC(=O)N2CCC(C(=O)c3ccc4c(c3)OCCO4)CC2)cc1 | -9 | -60 | 10 | 14 | -6 | 6 | 9 | -1 | -4 | -4 | -12
COc1cc(C(=O)Nc2cccc(S(=O)(=O)N3CCCC3)c2)c([N+](=O)[O-])cc1OC | 0 | 17 | 11 | 17 | 6 | -20 | 13 | 5 | -4 | 2 | 9
CC(C)CCOC(=O)C1[C@H]2C(=O)N(Cc3cccs3)C[C@]23C=C[C@H]1O3 (some centres not stated) | 5 | 13 | -5 | 9 | 12 | 3 | 7 | 3 | 3 | 0 | 8
CC1CC2(C)Oc3ccccc3CC2C(C)C1CNCCCN(C)C (configuration not stated) | 97* | 84* | -20 | 107* | -34 | 25 | 3 | 23 | 13 | 1 | 8
CCN1CCN(CCCN(Cc2ccco2)C(=S)Nc2ccccc2Cl)CC1 | 5 | 13 | 14 | 9 | -2 | -4 | -2 | -3 | 2 | 1 | -4

Ordered by SMILES length (ascending): four of the compounds above.
SMILES | MITF TRPM1 inh | HIF-2a block | KKLEB tox | Peg3 prom inh | TWEAK Fn14 block | NR2E3 ag-1 | C8 TRAIL sens | CF NFkB block | Shn3 inh set2 | NR2E3 ag-2 | TROY signal inh
O=C(OCC1CC(c2ccccc2)=NO1)c1ccc(Cl)cc1 (configuration not stated) | -9 | -8 | -3 | -8 | -11 | -1 | -5 | -14 | -7 | 4 | -48
CC(=O)NC1CC2CCCC(C1)N2S(=O)(=O)c1ccccc1 (configuration not stated) | 5 | -7 | 5 | -4 | 5 | -2 | 2 | -8 | 14 | 2 | 4
CCOC(=O)N1CCC(N2C(=O)c3ccc(C(=O)O)cc3C2=O)CC1 | 2 | 13 | -7 | 5 | -11 | -30 | -1 | 1 | 1 | -2 | 9
CS(=O)(=O)c1ccc(C(=O)OCC(=O)Nc2cccc(S(=O)(=O)N3CCCC3)c2)cc1 | 5 | 7 | 11 | 7 | 9 | -16 | 19 | -10 | -9 | 0 | -1

(list continues)
SMILES | MITF TRPM1 inh | HIF-2a block | KKLEB tox | Peg3 prom inh | TWEAK Fn14 block | NR2E3 ag-1 | C8 TRAIL sens | CF NFkB block | Shn3 inh set2 | NR2E3 ag-2 | TROY signal inh
O=C(CS(=O)c1ccc(F)cc1)N1CCOCC1 (configuration not stated) | 19 | 13 | -8 | 6 | 6 | 8 | -4 | 0 | -1 | 3 | -4
Cc1nn(-c2ccccc2)c(C)c1NC(=O)COC(=O)Cc1cccc(C(F)(F)F)c1 | -3 | 10 | 2 | 3 | -14 | -33 | -4 | -3 | -38 | 2 | -2
O=C(CCCOc1ccccc1)Nc1cccc(S(=O)(=O)N2CCCCC2)c1 | -6 | -6 | 3 | 5 | 15 | -18 | 18 | -6 | 1 | 0 | 12
COc1ccc(/C=N/Nc2ccc(C(=O)O)cc2)cc1OC | -25 | -146 | 7 | -102 | 44 | -117 | 2 | -6 | -41 | -7 | -24
NC(=O)C(=O)NN=C1CCC(c2ccccc2)CC1 (configuration not stated) | 6 | 12 | 20 | -6 | 17 | -11 | -2 | -7 | -12 | 3 | -14
COc1ccc2[nH]cc(C(=O)CCl)c2c1 | 91* | 33 | -40 | 107* | 57* | 7 | 75* | 82* | -53 | 0 | 12
CCn1c(SCC(=O)NCC2CCCO2)nnc1-c1c[nH]c2ccccc12 (configuration not stated) | 9 | 10 | 5 | 1 | 63* | -17 | -4 | 2 | 2 | -4 | .
O=C(CSc1nc(-c2ccccc2)c(-c2ccccc2)[nH]1)NCC1CCCO1 (configuration not stated) | 1 | 14 | -16 | 16 | -12 | 2 | 13 | 18 | 3 | 2 | -5
CC(C)N1CCC(N2CCN(Cc3cccnc3)CC2CCO)CC1 (configuration not stated) | 2 | 19 | 8 | 10 | -5 | -14 | 10 | -17 | . | 0 | 15
CCOC(=O)N1CCN(C2CCCN(C(=O)c3ccccc3SC)C2)CC1 (configuration not stated) | 0 | 2 | 10 | -5 | 16 | -20 | -3 | 6 | -12 | 0 | 13
Cc1csc(SCC(=O)NC2CCCC2)n1 | -5 | 9 | 8 | 3 | 8 | -7 | -2 | 2 | 0 | -2 | -17
O=C(CSc1n[nH]c(-c2ccc(Br)cc2)n1)N1CCOCC1 | 4 | -7 | 9 | -7 | 12 | -16 | 2 | -12 | -9 | . | -10
COc1ccccc1NC(=O)c1cnc2n(c1=O)CCS2 | -66 | -174 | -8 | -141 | -10 | 0 | 5 | 2 | -29 | 0 | -34
CCN(CC)C(=O)C1=C(C)N(CCC2=CCCCC2)C(=O)C(CC(=O)NCc2ccco2)C1 (configuration not stated) | . | 11 | -5 | -10 | 5 | -37 | -10 | -2 | -20 | . | -10
S=C(NCCCN1CCOCC1)Nc1cccc(-c2nnc3n2CCCCC3)c1 | 5 | 14 | -1 | 2 | -3 | 15 | -7 | -18 | -14 | -1 | -8
CC(=O)NC(=S)Nc1ccc(NC(=S)NC(=O)/C=C/c2ccco2)cc1 | 11 | 10 | -3 | 14 | -18 | 11 | 17 | -6 | -9 | -2 | 8
CN(C)/C=N/c1cc(=O)[nH]c(=O)n1Cc1ccccc1 | 10 | 8 | -1 | -2 | -8 | -2 | -20 | -7 | -10 | 2 | -3
CCN(CC)c1cc(CS(=O)c2ccccc2)nc(-c2ccccc2)n1 (configuration not stated) | 8 | 17 | 6 | 32 | 7 | -29 | -1 | 2 | -2 | 2 | -4
O=C(CSc1ccc([N+](=O)[O-])cn1)Nc1ccc2[nH]c(=O)[nH]c2c1 | 2 | 1 | -6 | 6 | -1 | -20 | 3 | 10 | -4 | 2 | -13
O=C(CCSc1nc(-c2ccco2)cc(C(F)(F)F)n1)NCc1cccs1 | 10 | 14 | 2 | 0 | 9 | -12 | -1 | -2 | 7 | -2 | 8
CC(C)c1cc(C(=O)O)on1 | -4 | 11 | 10 | 10 | 8 | -9 | -4 | 7 | 4 | -4 | 0
O=c1oc(-c2ccco2)nc2sc3c(c12)CCCC3 | -12 | -118 | 7 | -52 | 27 | -33 | 21 | -5 | -15 | 3 | -29
COc1ccc(CC(=O)OCN2C(=O)c3ccccc3C2=O)cc1 | -5 | 16 | 2 | 6 | 2 | -24 | 23 | 10 | 6 | 0 | 9
COc1cc(C(=O)OCC(=O)NC(N)=O)cc(CN2C(=O)c3ccccc3C2=O)c1OC | -11 | 22 | -4 | 5 | -6 | 23 | -16 | -23 | -3 | -3 | -16
O=C(Cc1ccc(F)cc1)NCCc1ccc(F)cc1 | -14 | -3 | 3 | -2 | -9 | -13 | -20 | -6 | -35 | 3 | 6
CC1=C(C#N)CCC(=O)N1Cc1ccc(C)cc1 | -3 | 13 | -5 | 9 | 10 | -21 | -6 | -1 | -18 | -5 | -9
CCOc1ccc(NS(=O)(=O)c2ccc3c(c2)oc(=O)n3C)cc1 | 15 | 21 | -2 | 15 | 2 | 10 | 12 | -7 | 14 | 1 | -6
COc1ccc(CN2C(=O)C(CC(=O)NC(c3ccccc3)c3ccccc3)CC(C(=O)N(C(C)C)C(C)C)=C2C)cc1 (configuration not stated) | . | -3 | 22 | 17 | 1 | 0 | -8 | -9 | 20 | . | -3
O=C(Nc1cccnc1)c1cccc(S(=O)(=O)N2CCCCC2)c1 | 11 | 10 | -10 | 5 | 9 | -20 | -5 | 6 | 6 | 6 | 10
O=C(Cn1ccc2ccccc21)Nc1ccc2c(c1)OCO2 | -2 | -16 | 1 | -7 | -9 | -4 | 0 | 5 | -7 | 0 | -15
Nc1ccc(C(=O)N/N=C/c2cn(Cc3ccccc3F)c3ccccc23)cc1 | 7 | 1 | -4 | -9 | 17 | -13 | 25 | 6 | 21 | . | -6
Cc1nc2ccc(NS(=O)(=O)c3ccc(C)c(C)c3)cc2s1 | 3 | 7 | 10 | 10 | -4 | 81* | 5 | -10 | 77 | 2 | 11
Cc1ccccc1-c1cnc2c(c1)C(=O)N([C@@H](C)CO)C[C@@H](C)[C@H](CN(C)Cc1ccccc1F)O2 | . | -2 | -4 | -12 | -3 | -18 | 19 | -14 | 1 | . | 3
O=C(O)c1ccccc1C(=O)NCC(O)COCC1CC=CCC1 (configuration not stated) | 4 | 3 | 4 | 8 | -24 | -10 | 7 | 2 | 2 | 2 | -27
Cc1ccc(S(=O)(=O)NNC(=O)c2cnn(-c3ccc(Cl)cc3)c2C(F)(F)F)cc1 | -38 | 27 | 18 | 18 | 9 | 1 | 0 | -2 | 6 | -1 | 11
C[C@@H]1[C@H]2[C@@H]3CC[C@@H](C3)[C@H]2CN[C@H]1c1cn(Cc2ccccc2)c2ccccc12 | 0 | -7 | -5 | 71* | 18 | 0 | 6 | 6 | -1 | . | 12
CCc1nnc(SCC(=O)Nc2ccc3ccccc3c2)n1N | -8 | -65 | 7 | -10 | 6 | 1 | 0 | 8 | -26 | . | -21
O=C(/C=C/c1ccccc1)Nc1cccnc1 | -57 | -202 | 2 | -189 | 6 | -17 | 47 | -6 | -129 | 5 | -41
O=C(NC(c1ccccc1)c1ccccc1)c1ccc(CO)cc1 | -9 | 6 | 3 | 7 | 27 | -28 | -4 | -17 | 6 | 1 | -2

These rows are one share of the data (hit frequency here may not be typical).
